NLRP3 yeast inh – NALP3 inhibition in yeast; Yeast reconstituted NLRP3/ASC/caspase-1, beta-gal luminescence, 24 h; inhibition, % at 10 µM; 330,000 compounds, 0.39% hits; AID 2825;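 active = inhibition of 50% or more; inactive = inhibition below 50%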;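 note: plate controls were induced DMSO wells for no effect and uninduced yeast grown without galactose for full effect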
mIAP act – mouse IAP activation | muIAP, CDP-Star luminescence, 30 min; stronger effect = higher value; 1 = vehicle-only enzyme signal, 0 = enzyme-free wells | activation factor at 10 µM | 330,000 compounds, 0.24% hits;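 active = activation factor of at least 2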; note: the source names both 10 and 20 µM as test concentration; values of inactives mirror those of a sister screen read the other way
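System: mouse IAP enzyme. Reagent: CDP-Star chemiluminescent phosphatase substrate. Benchmarks: DMSO wells, no-enzyme wells. Times: 30 min enzyme-substrate-compound incubation at room temperature. Detection: luminescence from enzymatic CDP-Star hydrolysis. Doses: test compounds delivered from DMSO solution.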
tim10-1 inh – tim10-1 yeast growth inhibition; S. cerevisiae tim10-1 ts strain growth, BacTiter-Glo, 24 h; inhibition, % at 20 µM; 330,000 compounds, 2.2% hits; AID 463190;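 active = inhibition of at least 40%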;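 note: mutant grown at 25 °C; 0% = DMSO wells with yeast and 100% = wells holding no yeast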
TIM10 inh – TIM10 yeast growth inhibition | inhibition, % at 10 µM | 330,000 compounds, 1.4% hits | S. cerevisiae TIM10 strain growth, BacTiter-Glo luminescence, 24 h | AID 463195;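 active = inhibition of 40% or more at the single tested concentration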;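 note: wild-type TIM10 isogenic control strain grown at permissive 25 °C; 0% = DMSO yeast wells and 100% = minimal medium wells without yeast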
hIAP act – human IAP activation; P09923; purified human IAP, CDP-Star luminescence, 30 min; stronger effect = higher value; 1 = vehicle-only enzyme, 0 = enzyme-free background; activation factor at 10 µM; 330,000 compounds, 0.16% hits; AID 2524;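 active = activation factor of the enzyme at least 2-fold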; note: the source names both 10 and 20 µM as test concentration; values of inactives mirror those of a sister screen read the other way
Target sequence (P09923 whole entry, looked up): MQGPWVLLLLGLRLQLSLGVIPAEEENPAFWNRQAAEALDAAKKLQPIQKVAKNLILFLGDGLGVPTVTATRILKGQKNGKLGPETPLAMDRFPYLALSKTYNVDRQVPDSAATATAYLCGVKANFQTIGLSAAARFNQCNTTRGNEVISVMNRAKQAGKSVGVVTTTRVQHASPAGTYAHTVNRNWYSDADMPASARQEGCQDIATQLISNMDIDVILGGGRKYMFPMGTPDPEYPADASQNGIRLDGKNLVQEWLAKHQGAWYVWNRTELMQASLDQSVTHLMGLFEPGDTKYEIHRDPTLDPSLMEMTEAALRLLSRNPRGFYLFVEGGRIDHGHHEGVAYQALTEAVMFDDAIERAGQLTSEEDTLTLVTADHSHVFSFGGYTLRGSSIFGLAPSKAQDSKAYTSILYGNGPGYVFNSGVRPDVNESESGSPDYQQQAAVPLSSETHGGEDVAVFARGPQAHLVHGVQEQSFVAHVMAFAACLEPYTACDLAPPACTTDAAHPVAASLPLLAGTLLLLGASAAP
Apaf-1 inh – blocks human Apaf-1 apoptosome activity | O14727 | reconstituted apoptosome caspase-3 activity, DEVD-Rh110 fluorescence | inhibition, % at 20 µM | 330,000 compounds, 0.71% hits | AID 489030; active = inhibition of at least 40% at 20 µM;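 note: plate controls were DMSO wells for no effect and DEVD-CHO caspase inhibitor wells for full effect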
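Material: biochemical Apaf-1 apoptosome reconstitution. Medium: Hepes buffer, pH 7.5. Also added: cytochrome c activation, bis-DEVD rhodamine 110 substrate. Timing: 30 min compound preincubation, 50 min activation, room temperature. Measured by: rhodamine 110 fluorescence at Ex 480/Em 540 nm.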
mIAP inh – mouse IAP inhibition. purified mouse IAP, CDP-Star luminescence, 30 min. 330,000 compounds, 0.2% hits. inhibition, % at 10 µM;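 active = inhibition of at least 40% at 10 µM in the primary screen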;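 note: plate controls were DMSO with enzyme for no effect and no enzyme wells for full effect; values of inactives mirror those of a sister screen read the other way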
hIAP inh – human IAP inhibition. purified IAP, CDP-Star luminescence, 30 min. inhibition, % at 10 µM. 330,000 compounds, 0.12% hits;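 active = inhibition reaching a set limit with compound at 10 µM in the primary screen, cut at about 35% in these data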;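 note: plate controls were DMSO wells with enzyme for no effect and no-enzyme buffer wells for full effect; values of inactives mirror those of a sister screen read the other way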
ATG4B inh – inhibitors of human ATG4B cysteine protease | 340,000 compounds, 0.51% hits | inhibition, % at 8.33 µM | ATG4B cleavage of LC3-PLA2, NBD-HPC fluorescence, 1 h; in the data active = inhibition above about 40%
Target sequence (Q9Y4P1 whole entry, looked up): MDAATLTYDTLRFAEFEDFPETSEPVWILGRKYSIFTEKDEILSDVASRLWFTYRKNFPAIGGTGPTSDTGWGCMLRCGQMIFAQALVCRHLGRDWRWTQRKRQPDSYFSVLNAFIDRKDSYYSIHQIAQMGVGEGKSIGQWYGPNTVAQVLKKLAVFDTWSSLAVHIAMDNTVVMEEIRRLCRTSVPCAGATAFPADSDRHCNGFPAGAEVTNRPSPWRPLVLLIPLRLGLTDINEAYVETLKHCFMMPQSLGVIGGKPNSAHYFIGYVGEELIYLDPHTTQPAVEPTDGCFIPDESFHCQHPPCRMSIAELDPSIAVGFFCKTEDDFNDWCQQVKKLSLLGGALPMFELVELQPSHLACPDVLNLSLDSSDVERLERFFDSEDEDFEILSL
Active calls of the source: *; x = no result given.

#	canonical_smiles	NLRP3 yeast inh	mIAP act	tim10-1 inh	TIM10 inh	hIAP act	Apaf-1 inh	mIAP inh	hIAP inh	ATG4B inh
1	COCCCN1C(=O)C(=O)/C(=C(/O)c2ccc(S(=O)(=O)N3CCOCC3)cc2)C1c1ccc(Cl)cc1 (centres undefined)	-10.5	1	-13.9	-8.2	1.18	-2.6	-0.5	-17.5	-8.2
2	COc1ccc2nc(NC(=O)CSc3nnc(-c4ccoc4C)n3C)sc2c1	-19.5	0.826	8.4	1.9	0.962	7.5	17.4	3.8	-12.7
3	Cc1cc(C)c(OCC(=O)N(C)CC(=O)Nc2ccc(N3CCOCC3)cc2)c(C)c1	-0.3	0.98	6.6	3.1	0.989	8.5	2.0	1.1	-0.3
4	CCN(CC(=O)Nc1c(F)cccc1F)C(=O)c1ccc(S(=O)(=O)NCc2ccco2)cc1	9.7	0.969	-11.1	8.1	1.01	3.2	3.1	-1.4	2.5
5	COc1ccc(NC(=O)C2CCCN2C(=O)Nc2ccc(OC)cc2)cc1 (centres undefined)	-2.4	0.814	6.7	8.4	0.948	-1.8	18.6	5.2	-1.3
6	Cn1c(=O)c2c(nc(Oc3ccc4c(c3)OCO4)n2Cc2ccc(Br)cc2)n(C)c1=O	-11.2	0.972	9.8	-10.3	0.966	5.2	2.8	3.4	-0.9
7	O=C(/C=C/c1ccccc1)NCCc1nc2ccccc2[nH]1	8.3	0.866	-1.4	31.3	1.22	-10.3	13.4	-21.7	-4.1
8	COc1ccc(C)cc1NC(=O)COC(=O)c1ccc([N+](=O)[O-])o1	-4.5	1.01	77.8*	88.4*	0.945	-1.2	-1.0	5.5	-8.5
9	O=C(CN1CCN(S(=O)(=O)c2ccccc2)CC1)Nc1ccc(Cl)c([N+](=O)[O-])c1	20.1	0.828	24.5	14.6	0.922	15.0	17.2	7.8	2.3
10	Cc1cc(=O)n2nc(N3CCC(C(=O)NCc4ccc(F)cc4)CC3)sc2n1	3.5	1.06	-5.1	-5.9	1.28	-7.0	-5.7	-28.1	5.3
11	Cc1ccc(N2N=C(c3ccc(Br)cc3)CCC2=O)cc1	29.1	0.856	21.6	23.0	1.07	18.4	14.4	-6.9	-10.8
12	CCn1c(=O)n(CC)c2cc(N3CCCC3)c(NC(=O)c3c(F)cccc3F)cc21	15.1	0.983	18.0	8.6	1.1	-19.7	1.7	-10.4	-1.3

A different layout for two compounds above.
Each structure is followed by: NLRP3 yeast inh | mIAP act | tim10-1 inh | TIM10 inh | hIAP act | Apaf-1 inh | mIAP inh | hIAP inh | ATG4B inh
10	Cc1cc(=O)n2nc(N3CCC(C(=O)NCc4ccc(F)cc4)CC3)sc2n1
 : 3.5 | 1.06 | -5.1 | -5.9 | 1.28 | -7.0 | -5.7 | -28.1 | 5.3
7	O=C(/C=C/c1ccccc1)NCCc1nc2ccccc2[nH]1
 : 8.3 | 0.866 | -1.4 | 31.3 | 1.22 | -10.3 | 13.4 | -21.7 | -4.1

Later entries
#	canonical_smiles	NLRP3 yeast inh	mIAP act	tim10-1 inh	TIM10 inh	hIAP act	Apaf-1 inh	mIAP inh	hIAP inh	ATG4B inh
13	C=CCC[C@@H](Cc1ccc(F)cc1)C(=O)OC[C@@H](Cc1ccccc1)NC(=O)[C@H](CC=C)CC(=O)NCCO	10.5	0.954	22.9	11.8	1.07	23.3	4.6	-6.9	-7.5
14	O=C(CCn1cccc1)NCCc1ccc(Cl)cc1	32.6	0.992	8.5	7.1	1.1	2.1	0.8	-10.4	-8.1
15	CCC(C)NC(=O)N[C@@H](CCSC)C(=O)OC (some centres undefined)	9.1	0.977	8.8	-2.1	0.841	-18.4	2.3	15.9	-3.8
16	COC(=O)NN=C1CCC(c2ccccc2)CC1 (centres undefined)	14.1	0.958	-17.2	-3.2	1.13	-12.6	4.2	-13.1	-10.3
17	COc1ccc(S(=O)(=O)N2CCN(C3CCN(Cc4ccccc4)CC3)CC2)cc1	26.2	1.11	-17.2	3.6	1.06	7.2	-10.9	-6.1	1.1
18	Cc1cccc(N2C(=O)CC(c3ccc(F)cc3)C3=C2COC3=O)c1 (centres undefined)	-10.8	0.929	35.8	10.6	1.02	0.7	7.1	-1.6	-10.4
19	COc1ccc(-n2ccc(=O)c(C(=O)O)n2)cc1	9.9	1.03	14.3	8.8	0.962	-1.0	-2.6	3.8	3.1
20	O=C(O)c1cc(S(=O)(=O)Nc2cccc3ccccc23)c(Cl)cc1Cl	-5.5	0.923	20.1	29.1	0.981	8.7	7.7	1.9	-3.2
21	Cc1ccc(C(=O)Nc2ccc3c(c2)OCO3)cc1S(=O)(=O)N1CCOCC1	9.5	0.996	11.0	9.3	0.922	9.3	0.4	7.8	-7.6
22	Cc1occc1C(=O)Nc1sc2c(c1C(N)=O)CCC(C(C)(C)C)C2 (centres undefined)	20.0	1.06	12.1	17.0	1.04	16.6	-6.3	-3.7	-22.4
23	Cc1ccc([N+](=O)[O-])cc1-c1ccc(/C=N/NC(=O)CN2CCOCC2)o1	19.2	1.04	14.3	-11.0	0.938	6.1	-4.0	6.2	6.1
24	Cc1cccc(N=[N+]([O-])c2cccc(C)n2)n1	x	0.995	6.9	-13.0	x	4.2	0.5	x	-6.0

#	canonical_smiles	NLRP3 yeast inh	mIAP act	tim10-1 inh	TIM10 inh	hIAP act	Apaf-1 inh	mIAP inh	hIAP inh	ATG4B inh
25	COc1ccc(/C=N\N=C2/SC(CC(=O)O)C(=O)N2c2ccc(O)cc2)cc1 (centres undefined)	1.0	0.974	-1.4	1.8	1.21	-27.9	2.6	-20.7	-0.8
26	O=C(NC(=S)Nc1ccccc1Cl)c1cncc(Br)c1	43.9	0.941	1.8	-1.4	1.01	-0.3	5.9	-0.8	-3.8
27	O=C(c1cc(N2CCCCC2)nc2ccccc12)N1CCOCC1	-4.7	0.981	23.5	-6.6	1.03	-1.8	1.9	-3.5	11.2
28	CCC1(c2ccccc2)NC(=O)N(CC(=O)Nc2cc(S(=O)(=O)N3CCCCC3)ccc2OC(C)C)C1=O (centres undefined)	17.1	1.19	24.3	10.2	1.12	28.5	-19.2	-12.3	-7.1
29	Cc1ccc(S(=O)(=O)NCc2ccccc2C)cc1	11.0	0.904	6.5	-10.8	1.11	0.6	9.6	-11.0	12.3
30	CC(C)C(=O)n1nc(-c2cccnc2)nc1NCc1ccc(F)cc1	-4.6	0.959	9.9	-4.1	1.05	-10.3	4.1	-5.4	0.1
31	Nn1c(-c2ccccc2)nc2cc(Cl)ccc2c1=O	30.1	0.958	7.7	6.0	0.855	-10.0	4.2	14.5	-0.1
32	CCOC(=O)C1=C(COC(=O)COc2ccccc2C(C)C)NC(=O)NC1C (centres undefined)	16.7	1.07	15.2	0.0	0.922	21.6	-7.1	7.8	-0.9
33	CCCn1c(=O)c2ccccc2n2c(SCCOc3ccccc3F)nnc12	5.0	1.01	25.1	30.9	1.04	19.5	-1.5	-3.7	-13.1
34	Cc1ccc(S(=O)(=O)N2CCN(C(=O)CSc3nc4ccccc4c(=O)[nH]3)CC2)cc1	-0.3	0.988	6.1	-7.3	1.02	9.2	1.2	-1.7	-16.6
35	C=CCN1C(=O)c2ccc(C(=O)N3CCN(S(=O)(=O)c4cc(C)ccc4C)CC3)cc2C1=O	14.1	1.03	9.6	-5.4	1.21	6.1	-3.4	-21.4	-4.4
36	CNS(=O)(=O)c1ccc(C(C)(C)C)cc1	12.5	0.986	-10.4	-0.1	0.939	-4.9	1.4	6.1	-5.9

#	canonical_smiles	NLRP3 yeast inh	mIAP act	tim10-1 inh	TIM10 inh	hIAP act	Apaf-1 inh	mIAP inh	hIAP inh	ATG4B inh
37	Cc1ccc2nc(COC(=O)CNC(=O)c3ccccc3)cn2c1	10.8	1.01	-22.4	-17.2	1.11	2.1	-1.3	-10.6	-2.9
38	CCOC(=O)c1c(NC(=O)c2cccnc2Cl)sc(C(=O)N(C)C)c1C	8.1	1.06	-4.1	-15.8	1.23	-5.0	-6.0	-22.8	-5.9
39	CC(C(=O)NCc1ccccc1Cl)N1C(=O)c2ccccc2C1=O (centres undefined)	2.5	0.988	5.3	3.8	1.05	-4.7	1.2	-4.8	4.5
40	Cc1ccc(C2C3=C(CCCC3=O)Nc3nc(SCC(=O)NCc4ccco4)[nH]c(=O)c32)cc1 (centres undefined)	6.1	1.05	6.9	6.8	1.06	14.8	-5.1	-5.6	-15.5
41	CC(=O)C1=C(C)Nc2ncnn2C1c1ccc(F)cc1 (centres undefined)	14.8	0.943	-5.7	-2.5	0.946	-2.3	5.7	5.4	-1.1
42	COc1cccc(/C=C/C(=O)NNC(=O)c2ccccc2)c1OC	13.8	1.02	-0.1	-7.7	1.39	0.1	-2.4	-38.7	2.0
43	CCCOC(=O)c1cc(-c2ccc(/C=C3/C(=O)N(C)C(=O)C(C#N)=C3C)o2)ccc1Cl	16.2	0.958	30.5	10.4	1.11	12.7	4.2	-10.6	17.6
44	O=C(Nc1ccccc1)c1cc([N+](=O)[O-])ccc1N1CCCCC1	22.3	0.806	14.7	0.4	0.98	10.8	19.4	2.0	2.5
45	Cc1cccc(-n2nnc(C(=O)N3CCc4ccccc4C3)c2N)c1	33.1	1.06	26.0	31.7	1.09	23.2	-6.4	-8.8	8.0
46	C/C(CCN1CCCCc2nc(C)c(C)cc21)=N\O[C@H](C)c1cn([C@H](CO)Cc2ccccc2)nn1	9.4	1.15	-2.1	13.0	0.967	9.5	-14.5	3.3	x
47	CC(C)CC1NC(=O)N(CC(=O)Nc2cc([N+](=O)[O-])ccc2F)C1=O (centres undefined)	7.1	0.884	-13.4	-2.0	0.872	-0.7	11.6	12.8	-4.6
48	CCCn1nc(C(=O)Nc2cccc(C(=O)OC)c2)c2ccccc2c1=O	12.8	0.915	19.2	29.5	1.17	15.0	8.5	-17.2	-15.1

#	canonical_smiles	NLRP3 yeast inh	mIAP act	tim10-1 inh	TIM10 inh	hIAP act	Apaf-1 inh	mIAP inh	hIAP inh	ATG4B inh
49	Cn1c(CCc2nc3ccccc3[nH]2)nnc1SCC#N	15.4	1.03	1.2	1.3	0.975	-1.1	-3.2	2.5	2.1
50	C=CCNC(=O)Cc1ccc(S(=O)(=O)N2CCOCC2)s1	-9.6	1.02	8.6	13.6	0.985	-10.7	-2.0	1.5	-2.2
51	O=C(CCC(=O)Nc1ccc(F)cc1)N/N=C/c1ccc(Br)cc1	-9.2	0.927	-9.4	4.5	0.779	7.2	7.3	22.1	-3.2
52	O=C(Nc1sc2c(c1C(=O)N1CCOCC1)CCCCC2)c1cccnc1	14.5	1.1	11.8	9.4	1.02	4.9	-10.5	-2.0	0.8

Compound activity from PubChem BioAssay.
